D2 ag: D2 dopamine receptor (human) agonism | P14416 | HEK293 T-REx D2 cells, calcium flux agonist mode | activation, % at 2 µM | 340,000 tested, 0.53% active | AID 485358;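 active means activation over 3 SD above normal in the single-dose calcium agonist read, cut at about 30% in these data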; further: 0% is about no effect
Target sequence (P14416 whole entry, looked up): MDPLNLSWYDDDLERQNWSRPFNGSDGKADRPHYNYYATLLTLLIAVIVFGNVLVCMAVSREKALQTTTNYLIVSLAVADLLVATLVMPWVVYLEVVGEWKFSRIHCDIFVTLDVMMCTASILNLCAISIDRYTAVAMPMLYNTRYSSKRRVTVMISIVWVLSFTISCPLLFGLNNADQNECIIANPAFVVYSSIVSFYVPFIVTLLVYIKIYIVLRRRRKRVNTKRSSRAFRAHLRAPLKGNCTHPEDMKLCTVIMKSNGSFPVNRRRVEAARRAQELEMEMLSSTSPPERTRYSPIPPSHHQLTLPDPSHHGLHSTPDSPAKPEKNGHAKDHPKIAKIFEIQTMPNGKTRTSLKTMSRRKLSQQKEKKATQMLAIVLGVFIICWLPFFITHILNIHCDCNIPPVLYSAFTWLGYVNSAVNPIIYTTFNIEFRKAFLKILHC
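HEK293 Trex D2 cells, tetracycline-induced, o/n 30 C 5% CO2; no-wash Ca dye, RT 30–90 min; 10-cycle baseline, 23 nl cpd added, kinetic Ca read 180 s; agonist hits = positive Ca response.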
TrxR1 inh: rat TrxR1 inhibition; recombinant rTrxR1, NADPH fluorescence consumption, selenite substrate; Potency, µM (titrated, usually from 114 µM), for the others: at the top dose activity change, negative = inhibition, usual class: inhibitors; AID 588453; O89049; 390,000 tested, 1% active; further: potency means the concentration at half of the fitted maximal effect; on the % scale 0 is the no-effect control and ±100 the full control effect; nearly all actives have a fitted effect of over 65% in size
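Rat TrxR1 (90 nM in the dispensed reagent) was pre-reduced with 400 uM NADPH for 5 min at room temperature, then incubated with compound for 15 min. After 400 uM selenite was added, NADPH fluorescence (Ex 340/Em 450 nm) was followed for 8 min.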
TRHR ag: activates the human TRH receptor | TRHR cells, calcium flux fluo-8, FDSS agonist mode | activation, % at 2 µM | P34981 | 360,000 tested, 0.18% active; in the data active means activation above about 30%; further: 0% is about no effect
Target sequence (P34981 whole entry, looked up): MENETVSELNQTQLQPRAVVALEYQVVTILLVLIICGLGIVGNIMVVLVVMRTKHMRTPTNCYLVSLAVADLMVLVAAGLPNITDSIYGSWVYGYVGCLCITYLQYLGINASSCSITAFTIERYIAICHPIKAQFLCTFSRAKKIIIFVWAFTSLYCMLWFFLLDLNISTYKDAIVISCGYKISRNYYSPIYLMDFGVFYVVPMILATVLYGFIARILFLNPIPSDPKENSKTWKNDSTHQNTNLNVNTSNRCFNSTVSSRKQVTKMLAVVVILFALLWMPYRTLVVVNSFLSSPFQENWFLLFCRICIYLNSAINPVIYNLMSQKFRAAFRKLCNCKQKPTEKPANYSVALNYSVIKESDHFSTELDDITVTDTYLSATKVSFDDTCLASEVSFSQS
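Steps: seed TRHR cells overnight; add fluo-8 no-wash Ca dye, RT 30 min–1.5 h; record 10 s baseline; pin-transfer compounds; monitor fluorescence 1 cycle/s for the agonist window. Calcium increases flag candidate agonists.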
TrxR1 substrate: is turned over as a substrate by rat TrxR1; O89049; purified TrxR1 substrate turnover, NADPH consumption readout; 390,000 tested, 0.01% active; AID 588456; Potency, µM (highest dose often 114 µM), for the others: top-dose activity change, negative = substrate turnover; further: potency means the concentration at half of the fitted maximal effect; on the % scale 0 is the no-effect control and ±100 the full control effect; nearly all actives have a fitted effect of over 50% in size
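Rat TrxR1, dispensed at 90 nM, was prereduced with 400 uM NADPH (final) for 5 min at ~22 deg C, then incubated with compound 15 min before 400 uM selenite. A first-read NADPH fluorescence drop versus no-compound background flagged substrates.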
USP1 inh: inhibitors of human USP1/UAF1 deubiquitinase; AID 743255; Potency, µM (doses to about 57.1 µM), for the others: top-dose activity change, negative = inhibition, usual class: inhibitors; O94782; 390,000 tested, 0.23% active; recombinant USP1/UAF1, Ub-Rhodamine cleavage fluorescence; further: potency means the concentration at half of the fitted maximal effect; on the % scale 0 is the no-effect control and ±100 the full control effect; nearly all actives have a fitted effect of over 60% in size; inactives centre near -12
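USP1/UAF1 complex (1 nM) preincubated 15 min at room temperature with compound, then Ub-Rho substrate (150 nM final) added. Kinetic fluorescence at 480/540 nm over 6 reads at 60 s intervals; 50 mM HEPES pH 7.8, 0.5 mM EDTA, 0.1 mg/ml BSA, 1 mM TCEP, 0.01% Tween-20.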
D2 antag: antagonizes the human D2 dopamine receptor | HEK293 TREx D2 cells, calcium flux, dopamine EC80 | inhibition, % at 10 µM | 340,000 tested, 2% active | AID 485344; in the data active means inhibition above about 30%; further: 0% is about no effect
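In this primary screen, negative modulation is detected by tracking calcium flux after an EC80 dopamine challenge in inducible HEK293 T-REx D2 cells preexposed to test compound for 180 s.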
mIDH1 inhibitor: blocks human mutant IDH1 R132H enzyme. Potency, µM (titrated, usually from 76.6 µM), for inactives: at the highest dose activity change, negative = inhibition, hits mostly inhibitors. AID 602179. IDH1-R132H enzyme, NADPH consumption, diaphorase/resazurin fluorescence. 390,000 tested, 0.093% active; further: potency means the concentration at half of the fitted maximal effect; on the % scale 0 is the no-effect control and ±100 the full control effect; nearly all actives have a fitted effect of over 65% in size
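IDH1-R132H (0.5 ug/mL) preincubated 30 min with compound, then NADPH (0.016 mM) and alpha-KG (2 mM) added; 80 min at RT, pH 7.5. Remaining NADPH coupled via diaphorase/resazurin to fluorescence (540/590 nm); concentration-response curves normalized to no-enzyme control.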
Pin1 inhibitor: blocks the human prolyl isomerase Pin1; Pin1 FP peptide displacement, HiFluor488, 10 min; Potency, µM (series often up to 115 µM), for inactives: at the top dose activity, negative = inhibition, hits mostly inhibitors; 390,000 tested, 0.009% active; AID 504891; active means well fitted inhibition curve with a large enough effect in the polarisation, with a control signal flat, not every such curve was filed as active; inconclusive means small, poorly fitted or top-dose-only effect, or effect the other way, or a change in a side signal; inactive means no such curve, though single readings can be large or run the other way; the % refers to the polarisation; further: potency means the concentration at half of the fitted maximal effect; on the % scale 0 is the no-effect control and ±100 the full control effect
Target sequence (Q13526 whole entry, looked up): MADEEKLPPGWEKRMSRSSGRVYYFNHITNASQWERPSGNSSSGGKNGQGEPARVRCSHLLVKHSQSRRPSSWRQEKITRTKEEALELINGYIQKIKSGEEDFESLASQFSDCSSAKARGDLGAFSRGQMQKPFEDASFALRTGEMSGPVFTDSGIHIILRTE
TRHR PAM: TRH receptor (human) allosteric enhancement | P34981 | TRHR cells, fluo-8 calcium fluorescence, EC20 TRH enhancement | enhancement, % at 2 µM | 360,000 tested, 0.66% active; in the data active means enhancement above about 30%; further: 0% is about no effect
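Enhancer read-out: after compound pinning and an initial kinetic agonist-mode read, an EC20 of TRH (10 nM final) was injected and fluo-8 calcium signal (Ex 480/Em 530) followed at 1 s/cycle for 100 cycles in TRHR-expressing cells.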
An asterisk follows results filed as active; ? = inconclusive; / = no result given; [ ] = dose if it differs, or a comment. Unless noted, the call rests on the fitted dose curve; in most records, active means well fitted inhibition curve with a large enough effect; inconclusive means small, poorly fitted or top-dose-only effect; inactive means no such curve, though single readings can be large or run the other way. Only part of the results is shown, so the mix of outcomes need not match the whole.

SMILES | D2 ag | TrxR1 inh | TRHR ag | TrxR1 substrate | USP1 inh | D2 antag | mIDH1 inhibitor | Pin1 inhibitor | TRHR PAM
COc1cc(NC(=O)CCS(=O)(=O)c2ccc3nc(C)sc3c2)cc(OC)c1OC | -0.3 | 8% | 0.0 | -5% | -8% | -17 | 1% | -1% | -3
CN1CCOCCOCCN(C)C1=O | 0.9 | -7% | 0.2 | -10% | 7% | -11 | 7% | 1% | 17
CNc1nc2c(-c3ccc(Cl)cc3)nnn2c2ccccc12 | 1.3 | 25% | -0.3 | 13% | -9% | -7 | -12% | -3% | -5
COc1ccccc1CC(=O)NC1CCC(C)CC1 (stereo not drawn) | 1.9 | 24% | -0.6 | 0% | -4% | -3 | -23% | -2% | 5
CCCCOc1ccc(CSc2nncn2N)cc1 | 0.4 | 11%[57.1 µM] | -0.3 | 9%[57.1 µM] | -13% | 5 | 0% | -6% | -7
COc1cccc(-c2nc(N3CCN(c4ccccc4)CC3)c3ccccc3n2)c1O | -2.1 | 4% | -1.1 | -5% | -9% | 20 | -2% | -9% | 0
CCOc1ccc(S(=O)(=O)N(CC)CC(=O)N2CCCC2)cc1C | -0.2 | 12%[57.1 µM] | -0.6 | -6% | -18% | 9 | 8% | -9% | -10
CC(=O)c1ccc(NC(=O)C(Cc2ccccc2)NC(=O)c2ccco2)cc1 (stereo not drawn) | -0.6 | 11%[57.1 µM] | -0.6 | -2% | -13% | 3 | 4% | 1% | -1
Cc1ccc(NC(=O)CSc2ncn(-c3ccccc3)n2)cc1C | 0.5 | 3% | -0.2 | -5% | -3% | 4 | 1% | ? | -9
CN(Cc1c(F)cccc1Cl)C(=O)c1ccc(NC(=O)CC2SC(N3CCCC3)=NC2=O)cc1 (stereo not drawn) | / | 12% | -0.6 | 2% | -10% | / | 1% | 2% | 17
CCOC(=O)N1CCN(C(=O)/C(=C/c2ccc(OC)c(OC)c2)NC(=O)c2ccccc2)CC1 | -0.2 | 23%[57.1 µM] | 0.7 | 2% | -11% | 3 | 4% | 0% | 13
COc1ccc(-c2csc(NC(=O)CSc3ncn[nH]3)n2)cc1OC | 15 | 16%[57.1 µM] | 0.0 | 11%[57.1 µM] | -43% | 2 | 4% | -2% | 0
CCOCCCn1c(=S)[nH]c2cc(C(=O)N3CCN(c4ccccc4)CC3)ccc2c1=O | 0.5 | -5% | -0.8 | -8% | -28% | 7 | -8% | 3% | 0
CC(C)CCn1c(=O)c2ccccc2n2c(CCC(=O)NCC3CCCO3)nnc12 (stereo not drawn) | -1.2 | 13%[57.1 µM] | -0.1 | 11%[57.1 µM] | -18% | 19 | -5% | 5% | 3
CCC(CC)COC(=O)C1=C(C)NC(=O)NC1c1ccccc1Br (stereo not drawn) | 0.2 | 2%[57.1 µM] | -0.1 | 6%[57.1 µM] | -22% | 1 | -13% | 0% | 6
N#Cc1ccsc1NC(=O)c1cccc([N+](=O)[O-])c1 | 0.2 | 18%[57.1 µM] | 2.4 | -3%[57.1 µM] | -3% | 6 | -3% | 4% | -2
Cc1cc(=O)oc2cc(OCC(=O)Nc3nnc(C4CC4)s3)ccc12 | / | 8% | -0.3 | -7%[0.0914 µM] | -1% | / | 5% | 7% | -9
COCCCn1c(=O)c2sccc2n2c(CCCC(=O)NCc3ccc(OC)cc3)nnc12 | 0.3 | 8% | 0.3 | 5% | -12% | 18 | -5% | 1% | 1
COc1ccc(C(O)C(CC(=O)NCCCOC(C)C)C(=O)NCCCOC(C)C)cc1OC (stereo not drawn) | -0.8 | -6% | 0.6 | -2% | -23% | -24 | 0% | -2% | 0
Cc1cc(=O)n2c(n1)OC(CO)C2 (stereo not drawn) | -0.5 | 3% | 0.0 | -4% | -20% | -1 | 0% | -1% | 3
NC(=O)C1CCCN(Cc2c(C(=O)N3CCc4ccccc4C3)nc3ccc(Cl)cn23)C1 (stereo not drawn) | 0.5 | -34% | -0.1 | -5% | -8% | -7 | -6% | -15% | 0
CCc1ccc(C(=O)Nc2cccc(-c3nc4cc(C(C)C)ccc4o3)c2)cc1 | -0.2 | 17% | 0.7 | 6% | -24% | / | 0% | 12% | -2
COc1ccccc1N1C(=O)CCC1(C#N)c1ccc(Br)cc1 (stereo not drawn) | 0.6 | -12% | -0.5 | -3% | -22% | -13 | -3% | -2% | 13
CN(C)c1ccc(C=Nc2ccccc2C(N)=O)cc1 | 0.0 | -17% | 0.5 | 19% | -8% | -2 | 8% | 2% | -3
CCc1nn(CC(=O)NCCCN2CCOCC2)c(=O)c2cc3c(OC)cccc3n12 | / | 17% | / | 132%[activator] | -20% | / | -2% | 3% | /

The final two records of the part before come first, to join the parts.
SMILES | D2 ag | TrxR1 inh | TRHR ag | TrxR1 substrate | USP1 inh | D2 antag | mIDH1 inhibitor | Pin1 inhibitor | TRHR PAM
CN(C)c1ccc(C=Nc2ccccc2C(N)=O)cc1 | 0.0 | -17% | 0.5 | 19% | -8% | -2 | 8% | 2% | -3
CCc1nn(CC(=O)NCCCN2CCOCC2)c(=O)c2cc3c(OC)cccc3n12 | / | 17% | / | 132%[activator] | -20% | / | -2% | 3% | /
c1ccc(-c2ccc(-n3ccnc3)cc2)cc1 | 0.0 | 16% | -1.0 | 4% | 5% | -10 | 8% | -7% | 2
Cc1ccc(NC(=S)c2nc3ccccc3s2)cc1 | 0.0 | 14%[57.1 µM] | -0.7 | 9%[57.1 µM] | -11% | -1 | 9% | -4% | 6
O=C(CCc1ccccc1)c1nnc(-c2ccccc2)o1 | -0.2 | 23% | -4.2 | 1% | -13% | 11 | 7% | -14% | -3
CC(=O)c1c(C)[nH]c(C(=O)OCC(=O)N(Cc2ccccc2)C(C)(C)C)c1C | 0.2 | -12% | 0.0 | -10% | -4% | -12 | -2% | 1% | -6
CN(CC(=O)NCc1ccccn1)S(=O)(=O)c1cc(Cl)ccc1Cl | 0.3 | 33% | -0.9 | 15% | -7% | -4 | 14% | -4% | 4
O=C(Nc1ccc(N2CCOCC2)c(Cl)c1)c1cccnc1 | -0.3 | 14%[57.1 µM] | 0.9 | 8%[57.1 µM] | -17% | 14 | 7% | -9% | -3
CC[C@]12c3[nH]c4ccc(OC)cc4c3CCN1C(=O)C(CC(=O)NC/C=C(\C)CCC=C(C)C)C[C@@H]2C(=O)N1CCN(C(=O)c2ccco2)CC1 (stereo partly drawn) | / | 0% | / | -3% | -12% | / | ? | ? | /
Cc1ccc(C)c(N2CC(C(=O)Nc3cc(C)on3)CC2=O)c1 (stereo not drawn) | -0.3 | 5% | 0.6 | 3% | -15% | 13 | 1% | 13% | -3
O=C(OCn1nnc2ccccc2c1=O)c1cccnc1 | 0.3 | -2%[57.1 µM] | -0.7 | -1%[57.1 µM] | -12% | 30 | -3% | -4% | -1
Cc1[nH]nc(N2CCCCC2)c1[N+](=O)[O-] | 0.0 | 0% | 0.0 | -3% | -20% | -15 | 1% | -5% | 3
CN(c1ccc(O)cc1)c1nc(-c2cccs2)cs1 | 0.0 | 26%[57.1 µM] | -0.2 | -9%[57.1 µM] | -21% | 4 | 8% | -1% | -3
Cc1cc(C)c(-c2cc(NC(=O)CSc3n[nH]c(N)n3)n(-c3ccccc3)n2)cc1C | 5.6 | 11% | -0.3 | 2% | -19% | -9 | 7% | 5% | 2
Cc1onc(-c2ccccc2Cl)c1C(=O)N1CCN(c2ccccc2)CC1 | 0.5 | 21% | 0.7 | 13% | -3% | 8 | 4% | 1% | -9
Cc1cc(C(=O)N2CCN(S(C)(=O)=O)CC2)cs1 | 0.5 | 8%[57.1 µM] | 0.3 | 11%[57.1 µM] | -3% | -2 | -4% | 1% | 1
N#Cc1nc(COc2cccc(Cl)c2)oc1NCc1ccco1 | / | 11% | -0.7 | -1% | -12% | / | 2% | ? | -5
COc1ccc(NC(=O)Nc2nnc(N3CCCCCC3)s2)cc1 | 0.2 | 11% | -0.7 | -3% | -14% | / | -5% | 1% | 1
O=C(CC(c1ccccc1)c1ccccc1)Nc1ncn[nH]1 | -0.2 | -7% | -0.1 | -10% | 2% | 4 | -4% | 3% | 5
COc1ccc(C(=O)CCC(=O)Nc2cccnc2)cc1OC | -1.0 | 1%[57.1 µM] | -2.1 | 3%[57.1 µM] | -14% | -10 | -2% | 1% | 11
Cc1cccc(NC(=O)C2CCN(S(=O)(=O)c3cccs3)CC2)n1 | -0.5 | 32% | 0.4 | 8% | 1% | 0 | 4% | 0% | -3
CC(NC(=O)CCSCCC(=O)NC(C)c1ccccc1)c1ccccc1 (stereo not drawn) | -0.3 | 5% | -0.6 | -6% | -15% | 1 | 3% | -1% | -1
O=C(CN1CCN(Cc2ccc(Cl)cc2)C1=O)NCCN1CCCC1 | -0.5 | 16% | 0.1 | 4% | -12% | -14 | -12% | -2% | -1
CC12CCC(C/C1=N/O)C2(C)C (stereo not drawn) | 1.9 | 14% | -0.6 | 2% | -1% | -11 | -4% | -2% | 3
CN(C)c1c([N+](=O)[O-])cc2[nH]c(=O)[nH]c2c1[N+](=O)[O-] | 0.5 | 12% | -0.6 | 3% | -5% | 10 | 4% | 3% | 1
Cc1nn(Cc2ccc(Cl)cc2)c(Cl)c1/C=N/NC(=O)c1cccnc1 | -0.4 | -32% | -0.2 | 4% | -14% | 9 | 4% | -2% | 0
O=C(CSc1nnc(-c2ccco2)n1-c1ccccc1)NCC1CCCO1 (stereo not drawn) | 0.5 | -23% | -0.3 | -2% | -14% | -8 | 8% | -6% | -1
COc1ccc(-c2cc3ccccc3oc2=O)cc1NC(=O)c1cccnc1 | 0.0 | 32%[57.1 µM] | 0.5 | 18%[57.1 µM] | -6% | -1 | -2% | 3% | 7

Source: PubChem (National Center for Advancing Translational Sciences (NCATS))
